# Screening results (PubChem)
# GLP1R inv ag = acts as inverse agonist at human GLP-1 receptor; P43220; HEK293 GLP-1R CRE-luciferase, luminescence, 24 h; GLP-1R form is constitutively active; Potency, µM (doses to about 38.3 µM), for inactives: at the highest dose activity change, negative = inhibition, most hits filed as inhibitors; hit rate 1.6% among 410,000; AID 624417; further: potency means the concentration at half of the fitted maximal effect; on the % scale 0 is the no-effect control and ±100 the full control effect; nearly all actives have a fitted effect of over 55% in size
#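 HEK293 cells stably co-expressing a cAMP-responsive luciferase reporter and constitutively active GLP-1R were seeded, incubated 12 h, then exposed to compounds for 24 h at 37 C. Luminescence was read 12 min after detection reagent; inverse agonists lower signal.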
# KB-V1 MDR tox = KB-V1 MDR subline cytotoxicity; AID 1347076; hit rate 3.4% among 400,000; KB-V1 MDR cells viability, CellTiter-Glo, 72 h; Potency, µM (series often up to 46.1 µM), for inactives: at the highest dose activity change, negative = cytotoxicity, most hits filed as cytotoxic; further: potency means the concentration at half of the fitted maximal effect; on the % scale 0 is the no-effect control and ±100 the full control effect; nearly all actives have a fitted effect of over 60% in size
#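 In this primary screen, KB-V1 cells overexpressing P-gp are incubated with library compounds (lowest to highest concentration) for 72 h at 37 degrees C before a luminescent ATP viability read.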
# PTHR1 ag = PTHR1 (human) receptor agonism | Q03431 | HEK293 GP2 PTHR1 cells, GloSensor cAMP luminescence, 1 h | hit rate 0.075% among 410,000 | Potency, µM (series often up to 115 µM), inactives show top-dose activation, actives largely listed as activators | AID 743266; further: potency means the concentration at half of the fitted maximal effect; nearly all actives have a fitted effect of over 55% in size; some results filed as inactive show a strong effect at the top dose; inactives centre near -15; many of its hits are not listed in these tables
# Target sequence (Q03431 whole entry, looked up): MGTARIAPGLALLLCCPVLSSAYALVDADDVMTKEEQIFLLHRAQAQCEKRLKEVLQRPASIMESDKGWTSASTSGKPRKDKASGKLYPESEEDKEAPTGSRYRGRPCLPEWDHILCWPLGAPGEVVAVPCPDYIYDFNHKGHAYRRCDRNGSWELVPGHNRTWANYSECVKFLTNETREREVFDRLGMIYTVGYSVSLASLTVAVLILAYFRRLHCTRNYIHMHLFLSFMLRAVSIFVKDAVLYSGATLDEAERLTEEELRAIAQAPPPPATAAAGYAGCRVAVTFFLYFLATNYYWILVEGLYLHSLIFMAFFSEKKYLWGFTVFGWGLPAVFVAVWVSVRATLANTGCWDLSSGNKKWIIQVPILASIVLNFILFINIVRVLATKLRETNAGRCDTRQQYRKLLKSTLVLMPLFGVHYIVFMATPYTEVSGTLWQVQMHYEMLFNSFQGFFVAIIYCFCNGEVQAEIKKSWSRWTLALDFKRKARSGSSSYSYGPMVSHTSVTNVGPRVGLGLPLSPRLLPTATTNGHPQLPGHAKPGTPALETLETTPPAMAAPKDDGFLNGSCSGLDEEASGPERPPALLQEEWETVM
#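 HEK-293-derived GP2 cells expressing PTHR1 and a GloSensor cAMP reporter, 3,000/well, plated overnight, given luciferin plus IBMX (each 0.5 mM as added) for 1 h at 37 °C, then compound for 1 h at 37 °C. Luminescence was read after 15 min at room temperature.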
# DRD3 antagonist = antagonists of human D3 dopamine receptor. P35462. D3R cells, DiscoveRx beta-arrestin luminescence, antagonist mode; active compounds read low. max response, negative = inhibition, %. hit rate 2.5% among 360,000. AID 652054; in the data active means max response below about -50%; inconclusive means no clear call, values can overlap the other calls; further: on the % scale 0 is the no-effect control and ±100 the full control effect; mostly tested at two doses, the higher about 12 µM
# Target sequence (P35462 whole entry, looked up): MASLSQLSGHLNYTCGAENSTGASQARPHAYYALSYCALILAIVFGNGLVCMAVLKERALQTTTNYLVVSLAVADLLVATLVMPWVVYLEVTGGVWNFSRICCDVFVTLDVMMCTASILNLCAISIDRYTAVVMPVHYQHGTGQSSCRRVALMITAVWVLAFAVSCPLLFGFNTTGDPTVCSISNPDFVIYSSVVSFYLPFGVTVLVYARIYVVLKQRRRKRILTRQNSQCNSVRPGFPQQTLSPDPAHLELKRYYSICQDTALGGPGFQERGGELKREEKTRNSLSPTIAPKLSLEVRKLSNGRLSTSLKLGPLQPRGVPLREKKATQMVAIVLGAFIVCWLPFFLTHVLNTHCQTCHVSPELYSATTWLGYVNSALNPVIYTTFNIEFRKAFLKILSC
#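 Cells expressing the human receptor were seeded at 1500 cells/well, incubated overnight at 37 degrees C in 5% CO2, then exposed to library compounds with dopamine controls for 90 minutes at 37 degrees C before luminescent detection.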
# TDP43 rescue = TDP-43 toxicity inhibition in yeast; TDP-43 expressing yeast growth rescue, BacTiter-Glo, 24 h; Potency, µM (titrated, usually from 46.1 µM), inactives show at the top dose growth rescue (activation), hits mostly activators; hit rate 1.8% among 410,000; AID 652104; further: potency means the concentration at half of the fitted maximal effect; % of control where 0% means no effect; nearly all actives have a fitted effect of over 50% in size
#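 Readout is BacTiter-Glo luminescence of cell growth, so inhibitors register as activators. TDP-43-expressing yeast at OD600=0.02 in galactose medium, after raffinose pregrowth to mid-log, were incubated with compound for 24 hr at 30 deg C.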
# DRD3 agonist = activates the human D3 dopamine receptor; hit rate 0.58% among 410,000; AID 652048; P35462; D3R DiscoveRx beta-arrestin cells, luminescence, 90 min; max activation, %; in the data active means max activation above about 30%; further: 0% is about no effect; mostly tested at two doses, the higher about 12 µM
#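 Agonist mode: compounds and dopamine controls were applied to plated cells for 90 min at 37 degrees C after an overnight attachment at 1500 cells/well. Luminescent read-out followed 30 - 60 minutes at room temperature with DiscoveRx detection reagent.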
# HEK293 tox = cytotoxicity counter-screen for GLP-1 receptor inverse agonists; HEK293 cAMP-luciferase reporter cells, luminescence, 24 h; Potency, µM (highest dose often 38.3 µM), for inactives: top-dose activity change, negative = inhibition, most hits filed as inhibitors; hit rate 0.13% among 410,000;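 further: loss of luciferase light is scored as toxicity; potency means the concentration at half of the fitted maximal effect; on the % scale 0 is the no-effect control and ±100 the full control effect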
#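 To flag toxic compounds, the library was rerun on cells for 24 hr at 37 deg C and 5% CO2. Viability-linked luminescence was captured 12 min after adding luciferase detection reagent.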
# GLP-1R agonist = agonists of human GLP-1 receptor | HEK293 GLP-1R CRE-luciferase, luminescence, 4-6 h; cells express a hypersensitive GLP-1R form | Potency, µM (doses to about 45.6 µM), for inactives: top-dose activation, hits mostly activators | hit rate 0.007% among 380,000 | AID 624172; further: potency means the concentration at half of the fitted maximal effect; % of control where 0% means no effect
# aSyn yeast inh = alpha-synuclein toxicity inhibition in yeast; Yeast expressing alpha-synuclein, growth rescue, BacTiter-Glo, 24 h; Potency, µM (doses to about 46.1 µM), inactives show at the top dose growth rescue (activation), actives largely listed as activators; hit rate 0.14% among 370,000; AID 652106; further: potency means the concentration at half of the fitted maximal effect; % of control where 0% means no effect; nearly all actives have a fitted effect of over 65% in size
#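 Screening used galactose-induced yeast with toxic alpha-synuclein levels, exposed to compound for 24 hr at 30 deg C. Cell growth, read with BacTiter-Glo luminescence, gave the measured signal.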
# * marks the source's active call; other numbers are inactive results; i = inactive; ? = inconclusive; / = not tested or not shown; [ ] = another dose, or the depositor's remark. Unless noted, the call rests on the fitted dose curve; in most records, active means well fitted curve in the direction sought with a large enough effect; inconclusive means small, poorly fitted or top-dose-only effect, or another doubt; inactive means no such curve, though single readings can be large; an effect the other way counts as inactive or inconclusive.
SMILES,GLP1R inv ag,KB-V1 MDR tox,PTHR1 ag,DRD3 antagonist,TDP43 rescue,DRD3 agonist,HEK293 tox,GLP-1R agonist,aSyn yeast inh
Cc1ccc(NC(=O)c2ccc(Cl)c(S(=O)(=O)NCC3CCCO3)c2)c(O)c1 (stereo unspecified),-26%,/,-43%[inhibitor],-9,18%,2,2%,5%,2%
Cc1ccc(-n2ncc3c2CCCC3NC(=O)CCn2ccnc2C)cc1C (stereo unspecified),-29%,/,-1%,8,16%,11,-12%,0%,0%
COc1ccc(-c2c(NC(=O)c3ccco3)oc3ccc(Cl)cc3c2=O)cc1,85%[activator],-15%,-28%,-11,-21%,-12,2%,2%,-4%
COC(=O)[C@H](Cc1ccccc1)NC(=O)NCc1ccccc1,-7%,12%,i,14,14%,2,5%,4%,4%
Cc1ccc(NC(=O)CN2CCC(NC(=O)Cc3ccccc3)CC2)cc1C,10%,-20%,i,20,-21%,9,-14%,2%,-8%
CC(C)c1ccc(/C=c2\sc3nc(-c4ccncc4)nn3c2=O)cc1,-1%,-2%,-9%[57.5 µM],-14,5%,3,5%,5%,-2%
CSc1ncccc1C(=O)NNc1cc(Cl)ccc1Cl,?,10%,-4%,-2,16%,2,-2%,7%,2%
Cc1cc(NC(=O)c2ccc([N+](=O)[O-])o2)ccc1NC(=O)c1ccco1,73%[activator],?,-17%,-27,-55%[inhibitor],-6,-16%,7%,2%
CCN(CC)C(=O)Cn1cc(S(=O)(=O)CC(=O)Nc2ccccc2C)c2ccccc21,21%,1%,i,12,13%,3,-11%,8%,1%
CC(C)N1CCc2c(sc(NC(=O)CCS(=O)(=O)c3ccccc3)c2C(N)=O)C1,3%,19%,i,-15,5%,-9,73%[activator],-1%,2%
COc1ccc(C(N)CCc2ccc(C)o2)cc1 (stereo unspecified),-25%,1%,i,23,11%,-7,-17%,0%,5%
CCC1(C)NC(=O)N(CC(=O)NCC(=O)Nc2c(C)cc(C)cc2C)C1=O (stereo unspecified),6%,-17%,15%,-18,-2%,-2,8%,8%,-10%
COc1ccc(CCNC(=O)c2sc(=S)n(C)c2N)cc1,3%,10%,-19%,5,-5%,-5,2%,-10%,0%
Cc1cc(C)n(CC(O)COc2ccc3ccccc3c2)n1 (stereo unspecified),-25%,?,-22%,?,0%,-4,-2%,8%,3%
Cc1cc(Br)ccc1SCC(=O)OCC(O)=C(C#N)c1nc2ccccc2[nH]1,?,?,i,10,-20%,8,?,0%,2%
CCCN(CCC)C(=O)c1cc2c(=O)n3cccc(C)c3nc2n1C,-5%,/,-54%[inhibitor],/,?,0,58%[activator],/,/
CC(NC(=O)c1ccc(OC2CCN(Cc3ccccn3)CC2)cc1)c1nccs1 (stereo unspecified),-3%,?,-12%,-5,2%,-1,-9%,1%,1%
COCCn1ccc2c(OCC(=O)Nc3cc(OC)ccc3OC)cccc2c1=O,23%,?,-7%,29,14%,8,?,11%,3%
Cc1ccccc1OCC(=O)OCC(=O)NCC1CCCO1 (stereo unspecified),-9%,0%,i,3,-13%[1.82 µM],14,-10%,11%,-2%
Cc1cccc(NC(=O)c2cc(-c3ccc(C)s3)nc3ccccc23)n1,10µM*,?,-42%,37,?,9,-4%,-14%,-13%
COc1ccc(NC(=O)c2cc3c(C)nn(-c4ccccc4)c3s2)c(OC)c1,1%,-22%,?,/,-8%,0,1%,-1%,1%
Cc1ccc(CNC(=O)CS(=O)Cc2nc(-c3ccccc3F)oc2C)cc1 (stereo unspecified),-7%,-9%,-1%,-2,-9%,-4,-18%,1%,6%
O=C(O)CCC(=O)Nc1nnc(C(F)(F)F)s1,5%,?,i,0,11%,9,-13%,-20%,5%
O=C(c1ccco1)N1CCN(Cc2ccccc2F)CC1,2%,14%,-3%,16,-8%,22,-14%,-7%,-2%
COc1ccc(NC(=O)OC(CN2CCCCC2)C(F)(F)F)cc1 (stereo unspecified),?,-7%,i,28,11%,5,1%,-7%,-1%
CCOc1ccc(C(CC(=O)O)NC(=O)C23CC4CC(CC(C4)C2)C3)cc1OC (stereo unspecified),5%,18%,i,-23,-12%,-3,-3%,-4%,-4%
CC(C)[C@H](N)c1cn([C@@H](CC(N)=O)C(=O)N2CCNCC2)nn1,28%,?,-20%,-9,10%,-6,3%,-6%,1%
COc1ccc(NC(=O)CSc2nc3nc(C)c(Cc4ccccc4Cl)c(C)n3n2)cc1OC,-1%,-6%,i,/,9%,-4,5%,/,/
CCOC(=O)c1cc(CC)sc1NC(=O)c1ccc(N2C(=O)CCC2=O)cc1,8%,-3%,-9%[57.5 µM],17,-12%,51*,-4%,8%,2%
Cc1cccc(-c2ccc3[nH]c4c(c3c2)CCN2C[C@@H]([C@H](C)O)[C@@H](N(C)C(=O)Nc3ccc(F)cc3)C[C@@H]42)c1,?,-8%,-1%,-14,0%,-4,?,-1%,0%
COC(=O)Cn1ncc2c(C)n(Cc3ccccc3)c(C)c2c1=O,9%,9%,-9%,?,26%,-9,3%,3%,-7%
O=C(c1cc2cc(Cl)ccc2oc1=O)N1CCCCCCC1,-3%,-3%,-3%,28,10%,0,3%,-2%,-1%
COc1ccc(NC(=O)Nc2ccc3c(c2)OCO3)c(C)c1,27%,?,-12%,0,8%,-6,-15%,-3%,1%
CCOc1ccc(-c2nnc(SCC(=O)c3ccc(Br)cc3)n2-c2ccccc2)cc1,0%,-3%,-74%[inhibitor],/,-6%,-1,7%,/,/
CCOc1cccc(N2C(=O)CC(N(CCc3ccc(OC)c(OC)c3)C(=O)CC)C2=O)c1 (stereo unspecified),17%,-7%,-11%[57.5 µM],-13,-23%,-13,-3%,7%,-6%
O=C(c1cc2cc(F)ccc2[nH]1)N1CCc2ccccc2C1,-15%,-21%,-47%[inhibitor],-7,7%,-2,-2%,-3%,11%

# Compound profiles, from the list above. Order of screens: GLP1R inv ag	KB-V1 MDR tox	PTHR1 ag	DRD3 antagonist	TDP43 rescue	DRD3 agonist	HEK293 tox	GLP-1R agonist	aSyn yeast inh
# Cc1cccc(-c2ccc3[nH]c4c(c3c2)CCN2C[C@@H]([C@H](C)O)[C@@H](N(C)C(=O)Nc3ccc(F)cc3)C[C@@H]42)c1 is listed with ?	-8%	-1%	-14	0%	-4	?	-1%	0%
# COC(=O)Cn1ncc2c(C)n(Cc3ccccc3)c(C)c2c1=O is listed with 9%	9%	-9%	?	26%	-9	3%	3%	-7%
# CCOc1ccc(C(CC(=O)O)NC(=O)C23CC4CC(CC(C4)C2)C3)cc1OC (stereo unspecified) is listed with 5%	18%	i	-23	-12%	-3	-3%	-4%	-4%

# (list continues)
SMILES,GLP1R inv ag,KB-V1 MDR tox,PTHR1 ag,DRD3 antagonist,TDP43 rescue,DRD3 agonist,HEK293 tox,GLP-1R agonist,aSyn yeast inh
C=CCNC(=O)COc1coc(CN2CCN(Cc3ccccc3)CC2)cc1=O,4%,-7%,i,2,5%,0,-2%,-2%,0%
Cc1ccc(NC(=O)CN2C(=O)N/C(=C/c3cccn3-c3ccc(C(=O)O)cc3)C2=O)cc1,14%,-15%,i,12,0%,4,-9%,-19%,4%
COC(=O)c1sccc1NC(=O)COc1ccc(F)cc1Cl,80%[activator],1%,-37%[inhibitor],-12,14%,-4,2%,-4%,19%
O=C(CCC(=O)N1CCSc2ccccc21)Nc1ccc(Cl)cc1,?,/,-33%[inhibitor],/,23%,-37,0%,/,/
CN1CCN(S(=O)(=O)c2cccc(C(=O)Nc3sc4c(c3C(N)=O)CCCC4)c2)CC1,8%,0%,i,0,-4%,-1,-11%,3%,2%
CCn1c(SC(C)C(=O)Nc2ccc3c(c2)OCCO3)nnc1C1CC1 (stereo unspecified),-7%,-9%,?,0,-11%,-4,-12%,-4%,-4%
CCOC(=O)c1c(NC(=O)CSc2ncn[nH]2)sc(C)c1C,0%,?,i,?,-18%,10,-29%,3%,1%
CCOc1ccc(C(=O)OCc2cc(=O)n3nc(C4CCCCC4)sc3n2)cc1,-30%,-12%,-31%[inhibitor],/,15%,0,6%,/,/
OC(CN1CCCCC1)Cn1c2ccccc2c2ccccc21 (stereo unspecified),-29%,-5%,-15%,-4,18%,-4,-2%,-4%,4%
CCN1CCN(C(=S)Nc2ccc(Cl)cc2Cl)CC1,-26%,-8%,i,-20,9%,1,-17%,-7%,0%
O=C(Nc1nnc(C(F)(F)F)s1)c1cccnc1,0%,-6%,-34%[inhibitor][57.5 µM],2,-15%,22,11%,3%,-1%
S=C(Nc1cccc(Cl)c1Cl)N1CCC2(CC1)OCCO2,?,-18%,i,-18,9%,4,-4%,1%,-4%
O=C(NCc1ccncc1)c1cc(-c2ccc(Cl)cc2)oc1C(F)(F)F,?,?,-21%,-10,6%,-2,-19%,9%,-10%
COc1ccc(S(=O)(=O)N2CCC(C(=O)OCC(=O)c3ccccc3)CC2)cc1[N+](=O)[O-],2%,3%,-1%,0,1%,0,-5%,0%,-5%
COCCN(C(=O)COC(=O)CC(C)c1ccccc1)c1c(N)n(Cc2ccccc2)c(=O)[nH]c1=O (stereo unspecified),-3%,0%,-2%,7,-4%,12,-6%,2%,-5%
O=c1[nH]n(-c2cccc(Cl)c2)c2ncccc12,0%,0%,-16%[57.5 µM],18,-25%,3,0%,5%,-6%
COc1ccc(CNC(=O)CC23CC4CC(CC(C4)C2)C3)cc1OC,?,4%,-5%,6,26%,26,-4%,15%,1%
Cc1nc2oc3ccccc3c(=O)c2cc1C(=O)O,24%,-4%,i,3,-20%,-8,-7%,2%,0%
CCc1nc(SCc2cccnc2)c2c(=O)n(C)c(=O)n(C)c2n1,11%,-1%,i,-11,-9%,2,4%,-1%,15%
Cc1cnc(NC(=O)COc2ccccc2Cl)s1,-1%,-4%,-18%[57.5 µM],-10,10%,-8,-4%,-23%,-5%
Cc1cc(/C=C2\C(=N)N3C(SCc4ccccc4)=NSC3=NC2=O)c(C)n1Cc1ccccc1,0%,-9%,i,9,-16%,10,4%,-7%,-14%

# The list is partial; rates above refer to the full screens.
